rCAG RNA binder: molecules binding r(CAG) RNA repeats. r(CAG) RNA repeat, TO-PRO-1 dye displacement fluorescence. inhibition, % at 3 µM. 370,000 compounds, 1.3% hits;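 active = inhibition above the plate cutoff, the mean of all test compounds on that plate plus 3 SD, cut at about 35% in these data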;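 note: 0% = DMSO alone and 100% = 100 µM mitoxantrone as full dye displacement; higher means more dye released from RNA so lower well fluorescence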
PG9 binder: binds the HIV-1 gp120 antibody PG9; TR-FRET gp120-PG9 antibody binding; inhibition, % at 6.7 µM; 360,000 compounds, 0.43% hits; in the data active = inhibition above about 8.5%
TCR-CD3 inh: inhibitors of human TCR-CD3 interaction; 360,000 compounds, 0.37% hits; TAMRA-labeled TCR probe fluorescence, biochemical; inhibition, % at 9.4 µM; in the data active = inhibition above about 19%;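 note: recombinant mutant TCR 2C K166C tagged with TAMRA read by polarization; 0% = receptor in buffer alone and 100% = receptor with positive control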
TDP2 absorb: TDP2 (human) inhibition, absorbance primary screen; O95551; recombinant TDP2, T5PNP hydrolysis, p-nitrophenol absorbance 415 nm; inhibition, % at 12.8 µM; 370,000 compounds, 0.34% hits; AID 720702;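 active = inhibition above the mean of all tested compounds plus 3 SD, set per campaign, cut at about 25% in these data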;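 note: 0% = DMSO with enzyme and 100% = buffer with substrate but no TDP2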
Target sequence (O95551 whole entry, looked up): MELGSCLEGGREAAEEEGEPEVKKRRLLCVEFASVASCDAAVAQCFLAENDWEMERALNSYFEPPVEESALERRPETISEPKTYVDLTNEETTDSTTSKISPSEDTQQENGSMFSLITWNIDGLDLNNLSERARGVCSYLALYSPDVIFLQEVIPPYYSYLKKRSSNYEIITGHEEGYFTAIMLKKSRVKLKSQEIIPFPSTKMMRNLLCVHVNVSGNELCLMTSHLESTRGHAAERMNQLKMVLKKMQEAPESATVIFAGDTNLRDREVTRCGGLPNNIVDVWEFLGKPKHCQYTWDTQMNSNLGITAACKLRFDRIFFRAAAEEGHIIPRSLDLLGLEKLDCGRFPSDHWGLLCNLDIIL
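System – recombinant human TDP2 · Amount – 120 nM TDP2 per well · Buffer or medium – Mg2+-containing Tris-HCl buffer, pH 7.5 · Reagent – T5PNP substrate, 5 mM · Dosing – 12.8 µM single point, 1% DMSO · Incubation – 2 h at 37 °C · Measured by – epi absorbance · Read-out basis – percent inhibition · Benchmarks – high control without enzyme, low control DMSO plus TDP2 · Repeats – singlicate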
LEDGF integ inh: blocks HIV-1 LEDGF/p75-dependent DNA integration; TR-FRET IN-LEDGF/p75 DNA integration, Eu/Cy5; inhibition, % at 3.7 µM; 370,000 compounds, 0.64% hits; AID 743269;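 active = inhibition above the screen-wide mean plus 3 SD, cut at about 13% in these data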;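 note: signal is the Cy5 over europium emission ratio at 671 and 618 nm; 0% = plate median of compound wells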
PRMT1 FP inh: inhibitors of human PRMT1; Q99873; recombinant PRMT1, activity-based probe fluorescence polarization; inhibition, % at 2.79 µM; 370,000 compounds, 1.3% hits; AID 652257;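 active = inhibition above about 21% made by adding two undisclosed values, limit read from the data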
HTRA1 inh: HTRA1 (human) protease inhibition | Q92743 | recombinant HTRA1, FP-rhodamine activity-based probe, fluorescence polarization | inhibition, % at 5.96 µM | 340,000 compounds, 0.5% hits | AID 504803; in the data active = inhibition above about 36%;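 note: 0% = enzyme with DMSO and 100% = wells lacking enzyme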
Rev-erbA mod: modulates human Rev-erb alpha binding to DNA; 370,000 compounds, 0.79% hits; activity, % at 10 µM; P20393; AID 1259318; Rev-erbα–FITC-DNA binding, fluorescence polarization, 90 min;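 active = activity above about 14%, limit read from the data; passing the limit was not always enough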;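 note: 0% = DMSO wells with 35 nM protein and 100% = DMSO wells with 750 nM protein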
SIAE primary: blocks human sialic acid acetylesterase; inhibition, % at 9.66 µM; 370,000 compounds, 0.69% hits; AID 1053197; Q9HAT2; SIAE FP-Rh probe binding, fluorescence polarization;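 active = inhibition above a cutoff: mean of compounds within the control limits plus 3 SD of those, cut at about 17% in these data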;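 note: 0% = plate median of compound wells and 100% = probe without SIAE protein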
ABHD4 inh: inhibitors of mouse ABHD4. Q8VD66. purified mABHD4, FP-Rh probe fluorescence polarization. inhibition, % at 8.92 µM. 370,000 compounds, 0.54% hits;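 active = inhibition exceeding the mean over every tested compound plus 3 SD, cut at about 30% in these data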;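 note: 0% = plate median of compound wells and 100% = S159A mutant with DMSO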
Target sequence (Q8VD66 whole entry, looked up): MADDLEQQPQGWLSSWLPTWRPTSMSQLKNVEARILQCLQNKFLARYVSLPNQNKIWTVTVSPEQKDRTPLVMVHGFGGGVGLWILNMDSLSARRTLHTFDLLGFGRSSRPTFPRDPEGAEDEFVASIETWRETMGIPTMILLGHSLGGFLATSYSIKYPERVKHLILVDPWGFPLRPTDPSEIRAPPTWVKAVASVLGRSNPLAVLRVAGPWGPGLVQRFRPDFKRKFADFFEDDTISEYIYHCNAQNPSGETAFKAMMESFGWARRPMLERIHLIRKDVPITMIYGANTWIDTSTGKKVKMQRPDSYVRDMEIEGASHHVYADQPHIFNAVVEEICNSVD
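System: mouse ABHD4 enzyme, wild type / Medium: HEPES pH 7.0, NaCl, Pluronic buffer / Reagent: FP-Rh activity-based fluorescent probe / Control set: S159A mutant high control, sample median low control / Detection: fluorescence polarization with parallel and perpendicular emission, 525/598 nm / Schedule: 45 min + 60 min at 25 °C / Compound dosing: 8.92 µM, single dose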
Active calls of the source: *; · = not tested or not shown. An excerpt; the hit share may differ from the screen's.

smiles	LEDGF integ inh	PG9 binder	rCAG RNA binder	SIAE primary	ABHD4 inh	TDP2 absorb	Rev-erbA mod	HTRA1 inh	PRMT1 FP inh	TCR-CD3 inh
COC(=O)c1ccc(N2CCN(C(C)=O)CC2)c(NC(=O)c2cccnc2)c1	5.7	0.1	-0.6	14.7	4.4	8.2	-2.7	4.7	-6.8	4.0
Clc1ccc(COn2nnc3ccccc32)c(Cl)c1	-2.0	-2.3	-5.4	-9.8	-1.3	-0.7	2.7	-9.4	-1.8	3.1
CCS(=O)(=O)N1CCC(NC(=O)C(Cc2cccc(OC)c2OC)NC(C)=O)CC1 (stereo unspecified)	-1.6	0.1	-5.8	-7.6	4.4	-11.2	0.9	9.9	6.6	-6.6
CC(=O)NC(=O)COC(=O)/C=C/c1c(C)nn(Cc2c(Cl)cccc2Cl)c1Cl	-1.6	0.6	0.0	-6.3	-10.2	-19.5	-3.5	-5.8	-1.7	-0.3
Cn1cccc1-c1nc2ccccc2n1C	-3.8	-0.2	-2.5	2.6	4.8	-13.6	4.0	2.6	1.5	-0.8
COc1ccc(-c2noc3c2-c2nc(-c4ccc(Cl)cc4)sc2CC3)cc1	0.9	-1.0	2.6	6.7	1.6	-0.7	-6.4	1.0	-2.8	2.0
Cc1cc(C)nc(N(C#N)CC(=O)c2ccccc2)n1	-1.0	1.1	-3.0	-0.3	-0.1	-8.0	-0.7	-8.1	2.2	-3.0
CC(C)[C@H](NC(=O)OCc1ccccc1)C(=O)OCC(=O)NC1CCCCC1	-8.2	-1.3	-10.8	-3.5	-2.8	-6.8	-6.9	-9.0	-0.5	1.2
Fc1ccc(/C=N/n2cnn(Cc3ccccc3Cl)c2=S)cc1	-0.5	0.0	-2.6	-1.6	-3.3	3.5	-4.3	2.5	11.7	2.5
C=CC[C@@H](CC(=O)OC(C)(C)C)C(=O)OC[C@@H]1CCCN1C(=O)[C@H](CC=C)CC(=O)NCCO	1.1	0.2	-4.0	-0.5	-0.9	3.0	0.5	-4.6	-2.1	1.5
Cc1nc(CSc2ccc(Cl)cc2)cs1	-1.9	-1.4	-3.0	3.9	1.9	-1.9	2.4	0.0	-0.4	3.8
CCOc1ccccc1-n1c(SCC(=O)N2CCOCC2)nc2ccccc2c1=O	-4.0	-1.2	0.3	-6.4	-4.4	9.3	6.5	0.1	3.3	2.0
CN(C)c1cccc(C(=O)Nc2ccc(S(=O)(=O)Nc3nccs3)cc2)c1	-2.6	-0.6	35.9*	0.6	27.7	-0.6	2.2	4.3	0.1	9.3
CCCOc1ccccc1C(=O)N1CCNC(=O)C1CC(=O)OC(C)C (stereo unspecified)	-3.9	0.1	-0.1	-2.7	0.3	1.1	-2.8	-2.8	0.6	-0.4
Cc1cc(NC(=O)c2ccccc2)c(Cl)cc1N	2.3	-3.1	-0.8	-5.6	-3.0	-22.2	-2.0	3.5	-6.7	0.2
Cc1ccccc1S(=O)(=O)NC(=O)C1(C)CCN1C(=O)c1c(C)noc1C (stereo unspecified)	-1.9	0.7	-1.4	0.9	3.5	12.4	-0.5	·	4.0	-3.1
COc1ccccc1-n1c(CNC(=O)c2ccco2)nnc1SCC(=O)Nc1cc(C)ccc1C	-2.8	0.3	-5.7	-0.3	1.9	-0.4	6.3	1.3	1.5	-2.0
Cc1ccc(N(Cc2ccc(C(=O)Nc3c(C)n(C)n(-c4ccccc4)c3=O)cc2)S(C)(=O)=O)cc1C	3.6	-2.8	-8.2	4.5	-2.8	-3.0	2.7	1.3	-2.0	-5.5
Cc1ccccc1S(=O)(=O)Oc1cccc2c(O)cccc12	1.3	-0.1	11.2	6.2	-0.7	14.5	5.8	-10.2	-1.5	0.5
Cc1nc(COc2ccc(C(=O)Nc3ccccc3N3CCOCC3)cc2)cs1	-4.0	-1.1	8.3	3.1	0.5	-13.1	-1.6	-7.6	-1.4	6.7
Cc1ccc(-n2nnnc2SCC(=O)NC2CCCc3ccccc32)cc1 (stereo unspecified)	-0.1	-1.8	0.1	-2.6	5.9	5.4	2.4	-18.4	0.0	-0.9
O=C(Nc1ccccc1)Nc1ccc(NC(=O)c2ccccc2O)cc1	6.0	1.0	12.1	1.8	-5.9	-15.4	-9.1	-0.1	0.1	-6.7
CC(C)(CNC(=O)c1cc([N+](=O)[O-])ccc1N1CCC(Cc2ccccc2)CC1)N1CCOCC1	0.2	0.4	3.4	3.0	0.2	4.4	0.2	-8.3	-0.8	-1.6
Cc1cc(C)cc(CC(=O)N2CCC2(C)C(=O)NS(=O)(=O)c2ccc(Br)cc2)c1 (stereo unspecified)	2.0	-0.4	23.2	-1.8	-3.9	5.2	0.3	·	-4.2	-0.5
Cc1ccc2oc(-c3cccc(NC(=S)NC(=O)/C=C/c4ccco4)c3)nc2c1	6.1	0.0	36.7*	-7.5	-18.6	1.9	3.6	-57.1	16.2	-1.0
O=C(COc1cccc(Br)c1)NN=C1c2ccccc2-c2ccccc21	5.9	-1.3	5.5	-10.5	-13.6	-17.5	-15.8	-12.6	-5.2	-4.2
O=C(CSc1nc2ccccc2c(=O)[nH]1)Nc1ccc([N+](=O)[O-])cc1	4.6	0.7	4.0	-7.5	-5.8	-18.6	0.9	-4.5	-4.1	0.7
Cc1ccc(-c2cc(C(=O)N/N=C/c3c(C)nn(C)c3C)c3ccccc3n2)cc1C	-0.9	-2.9	10.3	-31.0	-33.7	-4.3	-20.1	-19.2	-1.6	5.2
COc1cc(C(=O)Nc2cnc(NC(=O)C(C)C)cc2C)cc(OC)c1OC	-1.6	0.3	-5.5	-2.6	-0.2	-8.2	1.4	3.6	2.4	-2.7
COc1ccc(N2CCN(C(=O)CCc3ccc(S(=O)(=O)NC(C)(C)C)cc3)CC2)cc1	3.3	-1.4	2.9	6.5	-0.2	-5.4	-1.4	4.4	-7.9	3.4

Structures from the list above with bromine, in the order listed:
smiles	LEDGF integ inh	PG9 binder	rCAG RNA binder	SIAE primary	ABHD4 inh	TDP2 absorb	Rev-erbA mod	HTRA1 inh	PRMT1 FP inh	TCR-CD3 inh
Cc1cc(C)cc(CC(=O)N2CCC2(C)C(=O)NS(=O)(=O)c2ccc(Br)cc2)c1 (stereo unspecified)	2.0	-0.4	23.2	-1.8	-3.9	5.2	0.3	·	-4.2	-0.5
O=C(COc1cccc(Br)c1)NN=C1c2ccccc2-c2ccccc21	5.9	-1.3	5.5	-10.5	-13.6	-17.5	-15.8	-12.6	-5.2	-4.2

Next part
smiles	LEDGF integ inh	PG9 binder	rCAG RNA binder	SIAE primary	ABHD4 inh	TDP2 absorb	Rev-erbA mod	HTRA1 inh	PRMT1 FP inh	TCR-CD3 inh
CCC1CCCCN1S(=O)(=O)c1ccc(C(=O)Nc2nnc(C3CC3)o2)cc1 (stereo unspecified)	0.2	-2.3	19.6	-4.9	6.4	-1.8	-1.0	-2.1	0.9	-7.9
COC(=O)[C@]12CCCCC=C1N(CCc1ccc(OC)c(OC)c1)C(=O)[C@H](CC(=O)NCCc1ccccc1OC)C2	0.8	-0.6	1.4	6.0	-1.2	7.3	0.8	·	0.2	6.1
Cc1cccc(N2CCN(S(C)(=O)=O)CC2)c1C	4.3	-1.1	-2.2	-2.0	1.2	-9.0	-3.0	7.8	-0.1	-1.5
CCCNC(=O)c1onc(CSc2ccc(Cl)cc2)c1C(=O)NCCOC	2.9	1.2	-9.2	10.8	2.0	5.5	1.4	-2.2	0.4	-1.6
CCC(=O)Nc1cc2c3c(c1)CCN3C(=O)CC2	-1.2	-2.9	1.4	0.9	0.4	13.2	-3.8	2.9	-1.6	5.7
CCCn1c(SCC(=O)NC2CCCCC2C)n[nH]c1=O (stereo unspecified)	0.9	-0.1	-0.5	2.0	-1.0	4.5	-3.7	0.0	-0.3	5.6
CCN1CCc2c(OCC(=O)Nc3cccc(C)c3C)cccc2C1=O	-2.3	1.9	-4.8	0.0	-4.1	14.5	1.1	·	-2.6	-2.3
Cn1c(=O)c2c(nc(NCc3ccc4c(c3)OCO4)n2C)n(C)c1=O	4.8	1.0	-3.3	3.9	8.8	13.0	2.7	6.9	1.2	-5.7
Cc1ccn2c(=O)c(C(=O)NCCN3CCOCC3)c(O)nc2c1	1.3	0.7	1.0	-1.2	2.1	20.1	-3.2	5.9	-1.3	1.8
COc1ccc(C2C(C#N)=C(N)Oc3n[nH]c(C)c32)cc1CSc1ccccn1 (stereo unspecified)	0.3	-1.1	6.3	5.7	4.1	0.2	0.4	-2.0	-2.5	5.5
COc1ccc(NC(=O)c2ccc(C)cc2)c(OC)c1	0.6	-2.9	0.9	0.5	-3.1	-4.9	2.1	5.1	0.0	1.1
Cc1ccc(OCCOc2cccc3ccc(C)nc23)c([N+](=O)[O-])c1	1.6	0.7	-0.5	5.1	0.4	25.4*	1.2	0.3	-1.8	-6.6
c1ccc(CNc2nc(-c3cccs3)nc3ccccc23)cc1	2.5	-3.7	11.8	-64.5	-49.8	-9.1	-1.0	-88.3	-2.7	1.8
CCOc1ccc(CCNC(=O)C2CCCN(S(=O)(=O)N3CC(C)CC(C)C3)C2)cc1OCC (stereo unspecified)	4.4	-0.9	-5.0	1.5	-0.7	3.9	-2.2	4.1	-0.1	10.3

Grouped by structure, the entries above containing a furan ring, fused or not (2)
smiles	LEDGF integ inh	PG9 binder	rCAG RNA binder	SIAE primary	ABHD4 inh	TDP2 absorb	Rev-erbA mod	HTRA1 inh	PRMT1 FP inh	TCR-CD3 inh
COc1ccccc1-n1c(CNC(=O)c2ccco2)nnc1SCC(=O)Nc1cc(C)ccc1C	-2.8	0.3	-5.7	-0.3	1.9	-0.4	6.3	1.3	1.5	-2.0
Cc1ccc2oc(-c3cccc(NC(=S)NC(=O)/C=C/c4ccco4)c3)nc2c1	6.1	0.0	36.7*	-7.5	-18.6	1.9	3.6	-57.1	16.2	-1.0

Compound activity: PubChem, several laboratories
